CCR6 antagonist – CCR6 (human) receptor antagonism; AID 493098; CHO-K1 CCR6 PathHunter beta-arrestin, luminescence, CCL20-stimulated; 340,000 compounds, 0.49% hits; inhibition, % at 20 µM;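 active means compounds whose inhibition of the agonist-driven luminescence signal at 20 µM reaches about 50%, limit read from the data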;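 further: cells stimulated with CCL20 at 14 nM final; plate controls were DMSO with CCL20 for no effect and DMSO without agonist for full effect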
Target sequence (P51684 whole entry, looked up): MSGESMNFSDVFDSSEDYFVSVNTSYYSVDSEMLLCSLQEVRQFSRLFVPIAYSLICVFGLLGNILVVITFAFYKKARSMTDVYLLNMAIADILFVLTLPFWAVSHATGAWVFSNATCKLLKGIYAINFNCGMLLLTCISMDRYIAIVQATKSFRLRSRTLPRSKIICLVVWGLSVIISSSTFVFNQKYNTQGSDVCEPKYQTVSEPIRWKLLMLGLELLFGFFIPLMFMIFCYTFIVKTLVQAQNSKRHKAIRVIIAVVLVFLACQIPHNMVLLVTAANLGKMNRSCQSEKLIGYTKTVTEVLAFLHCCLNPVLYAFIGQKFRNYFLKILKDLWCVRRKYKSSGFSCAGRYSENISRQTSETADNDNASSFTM
UPR XBP1 act – activators of adaptive arm of unfolded protein response (XBP1) | CHO-XBP1 luciferase reporter, IRE1-XBP1 UPR activation, luminescence; percent of tunicamycin response, DMSO as zero | AID 463104 | 330,000 compounds, 0.33% hits | activation, % at 20 µM;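 active means versus positive control, 20 µM dose yields 30% or more activation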;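 further: 100% = tunicamycin at 10 µg/mL and 0% = DMSO only wells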
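Signal: luciferase luminescence; Assay system: CHO-XBP1 luciferase reporter cells; Amount: one thousand reporter cells per well; Dosing: 20 µM single concentration, DMSO 1%; Benchmarks: high control tunicamycin 10 µg/mL final, low control DMSO vehicle only; Schedule: 6 h compound exposure at 37 °C, 5% CO2; Evaluation: percent activation relative to tunicamycin reference.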
CXCR6 block – blocks human CXCR6 beta-arrestin recruitment | inhibition, % at 20 µM | CHO-K1 PathHunter CXCR6 beta-arrestin, luminescence | O00574 | 360,000 compounds, 0.36% hits | AID 602244; in the data active means inhibition above about 34%, passing the limit was not always enough;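 further: antagonist mode with CXCL16 agonist at 10 nM final; 0% = 10 nM CXCL16 with DMSO and 100% = unstimulated wells without agonist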
Target sequence (O00574 whole entry, looked up): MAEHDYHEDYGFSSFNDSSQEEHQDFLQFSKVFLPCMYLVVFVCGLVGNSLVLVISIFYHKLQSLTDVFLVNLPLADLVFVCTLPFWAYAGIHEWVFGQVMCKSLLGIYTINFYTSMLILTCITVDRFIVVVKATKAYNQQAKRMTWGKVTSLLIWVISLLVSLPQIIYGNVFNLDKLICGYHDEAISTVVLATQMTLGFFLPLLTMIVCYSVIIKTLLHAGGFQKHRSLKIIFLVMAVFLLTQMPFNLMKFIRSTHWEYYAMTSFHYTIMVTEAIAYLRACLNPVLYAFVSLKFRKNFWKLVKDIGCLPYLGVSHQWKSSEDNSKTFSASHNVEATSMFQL
APJ ag – activates the human apelin receptor APJ | CHO-K1 APJ PathHunter beta-arrestin, luminescence; 0% DMSO wells, 100% apelin | activation, % at 20 µM | 330,000 compounds, 0.11% hits;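 active means activation more than six SD over the plate average, tested at 20 µM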;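 further: 0% = DMSO alone and 100% = apelin-13 at 10 nM; some results filed as inactive read as strong as hits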
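Test system: CHO-K1 APJ beta-arrestin complementation cell line. Amount: cell density 1000 per well. Controls: DMSO negative, 10 nM Apelin-13 positive. Signal: luminescent beta-gal fragment complementation, chemiluminescent substrate. Read-out basis: agonist-driven arrestin binding to APJ. Timing: compound stimulation 90 min at 25 °C, detection 60 min.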
Mdm2 MdmX PPI – human Mdm2/MdmX binding inhibition | inhibition, % at 8 µM | O15151+Q00987 | SaOS-2 split-luciferase Mdm2/MdmX complementation, luminescence | 330,000 compounds, 3% hits | AID 485346;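 active means inhibition of at least 50% at 8 µM in the primary screen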
APJ antagonist – antagonists of human APJ apelin receptor. P35414. inhibition, % at 20 µM. 330,000 compounds, 0.32% hits. AID 2521. CHO-K1 APJ beta-arrestin complementation, luminescence;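 active means inhibition above about 40% at 20 µM, limit read from the data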;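 further: cells challenged with 10 nM apelin-13 agonist together with compound; plate controls were apelin-13 plus DMSO wells for no effect and DMSO wells lacking apelin-13 for full effect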
EBI2 block – antagonists of human EBI2 receptor | AID 651636 | 360,000 compounds, 0.81% hits | P32249 | EBI2 beta-arrestin recruitment, luminescence, 7a,25-OHC stimulated | inhibition, % at 5 µM; in the data active means inhibition above about 38%;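 further: enzyme fragment complementation signal reports receptor beta-arrestin coupling in cells; 0% = agonist plus DMSO wells and 100% = wells without agonist; some results beyond the cut were filed as inactive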
Target sequence (P32249 whole entry, looked up, the tested form may be a part): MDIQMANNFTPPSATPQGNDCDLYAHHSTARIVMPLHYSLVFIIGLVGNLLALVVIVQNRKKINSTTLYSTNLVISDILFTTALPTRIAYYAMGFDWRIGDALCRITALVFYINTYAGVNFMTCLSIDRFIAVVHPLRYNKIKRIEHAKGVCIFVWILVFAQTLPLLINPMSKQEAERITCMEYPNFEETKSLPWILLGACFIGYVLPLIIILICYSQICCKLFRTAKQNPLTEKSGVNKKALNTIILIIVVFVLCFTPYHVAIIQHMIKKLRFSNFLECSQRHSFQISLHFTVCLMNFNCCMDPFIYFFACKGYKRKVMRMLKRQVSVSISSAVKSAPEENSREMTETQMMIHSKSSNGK
CHOP UPR activ – apoptotic UPR (CHOP) activation; CHO-CHOP luciferase reporter, luminescence; percent of tunicamycin response over DMSO baseline; activation, % at 10 µM; 330,000 compounds, 0.34% hits;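 active means at 10 µM dose, activation of 40% or more, normalized to positive control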;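 further: 100% = tunicamycin at 10 µg/mL and 0% = DMSO alone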
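Material: CHO-CHOP cells, stable luciferase reporter of PERK-eIF2a-CHOP signalling; quantity: 500 reporter cells seeded per well; buffer or medium: F12 medium containing 10% fetal bovine serum; compound: one dose, 10 µM in 0.5% DMSO; incubation: 6 h compound treatment, 37 °C; measured by: Steady-Glo luciferase luminescence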
tim23-1 inh – inhibits growth of tim23-1 mutant yeast; 330,000 compounds, 1.3% hits; inhibition, % at 20 µM; S. cerevisiae tim23-1 growth, BacTiter-Glo luminescence, 24 h;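 active means growth inhibition of the mutant yeast at or above 50%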;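 further: temperature-sensitive mutant grown at 25 °C; plate controls were DMSO-treated mutant yeast for no effect and medium wells lacking yeast for full effect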
* = called active by the depositor; & = joins results of further samples. Some of the compounds tested; rates above refer to the full screens.

1	CCOC(=O)Cc1nnc(NC(=O)CSc2nc3ccccc3[nH]2)s1
2	CN1CCN(CCCNC(=O)Nc2cccc3ccccc23)CC1
3	COCCN(CCOC)S(=O)(=O)c1ccc(C(=O)NCCCN2CCOCC2)cc1
4	Cc1ccc(C(=O)Nc2cccc(C(F)(F)F)c2)cc1NC(=O)c1ccno1
5	Cc1c(NC(=O)Nc2ccc(C(C)C)cc2)c(=O)n(-c2ccccc2)n1C
6	COc1cccc(NC(=O)Nc2nnc(N3C(C)CCCC3C)s2)c1 (configuration not stated)

Screen / compound no.	1	2	3	4	5	6
CCR6 antagonist	3	-4	9	4	2	6
UPR XBP1 act	-1	-2	-3	-2	-1	-2
CXCR6 block	7	-1	2	8&-1	-4	-3
APJ ag	-2	0	-3	1	0	1
Mdm2 MdmX PPI	14	5	27	49	6	24
APJ antagonist	-12	3	-2	0	13	0
EBI2 block	-28	-10	2	1&-1	2	11
CHOP UPR activ	-0.2	-1.0	0.0	-0.9	-0.4	0.7
tim23-1 inh	1	3	-12	13	4	18

7	Cc1ccc(SC2=C(Sc3ccc(C)cc3)C(=O)c3ccccc3C2=O)cc1
8	COc1ccc(S(=O)(=O)n2ccc(-c3ccc4c(c3)CCC(C)(C)O4)n2)cc1
9	COc1cccc(/C=N/Nc2c(Cl)cncc2Cl)c1O
10	Cc1ccc(C2Nc3cccc4cccc(c34)N2)s1
11	N#Cc1ccc(CN2CCN(c3ccc(S(=O)(=O)N4CCCC4)cn3)CC2)cc1
12	Nc1nc(NCCc2ccccc2)nc(NCCO)c1[N+](=O)[O-]

Screen / compound no.	7	8	9	10	11	12
CCR6 antagonist	45	13	9	19	16	5
UPR XBP1 act	0	2	12	0	0	1
CXCR6 block	-9	-3	-6	-26	-7	-6
APJ ag	9	5	1	0	0	-1
Mdm2 MdmX PPI	11	31	10	25	10	-21
APJ antagonist	-11	18	3	-7	-15	5
EBI2 block	14	4	-2	-12	-5	-4
CHOP UPR activ	215*	1.5	7.0	3.5	1.1	-0.1
tim23-1 inh	33	13	29	42	8	4

13	Cc1cccc(NC(=O)NNC(=O)CCc2ccccc2)c1
14	COc1ccc(-n2c(SCC(=O)Nc3nccs3)nc3c(c2=O)SC(C)C3)cc1 (configuration not stated)
15	CC(C)CC1CCCCC1OC(=O)C[N+]1(C)CCCCC1 (configuration not stated)
16	COc1ccc(Cc2nc(C(=O)Nc3ccc(F)cc3)cs2)cc1
17	N#Cc1c(NC(NC(=O)c2ccco2)C(=O)c2ccccc2)sc2c1CCCC2 (configuration not stated)
18	O=C(O)/C(=C\c1cccc(F)c1)c1ccc(S(=O)(=O)N2CCCCC2)s1

Screen / compound no.	13	14	15	16	17	18
CCR6 antagonist	-4	11	8	5	11	-4
UPR XBP1 act	-5	-2	-2	3	-2	0
CXCR6 block	5	0	2	-5	10	0
APJ ag	1	1	-2	0	1	0
Mdm2 MdmX PPI	15	26	-6	-8	-16	10
APJ antagonist	11	9	9	8	11	-11
EBI2 block	10	7	-9	5	4	9
CHOP UPR activ	0.2	-0.7	-3.2	0.8	1.3	1.0
tim23-1 inh	-1	-16	-32	36	13	3

19	COc1ccc(-c2c(C)[nH]n3c(=O)c(Cc4ccccc4)c(C)nc23)cc1OC
20	CCOC(=O)N1CCN(C(=O)CN(Cc2ccccc2)S(=O)(=O)c2ccc(OC)c(Cl)c2)CC1
21	COc1ccc(-c2nnc(Nc3ccc(S(=O)(=O)Nc4nccs4)cc3)c3ccccc23)cc1
22	CC(=O)c1ccccc1Oc1nc(CN2CCOCC2)nc2scc(-c3cccs3)c12
23	COC(=O)c1ccccc1NC(=O)Cn1nnc(-c2ccc3c(c2)OCO3)n1
24	CCCN1C(=O)c2ccc(C(=O)Nc3ccc4c(c3)OCO4)cc2C1=O

Screen / compound no.	19	20	21	22	23	24
CCR6 antagonist	24	9	-3	8	4	10
UPR XBP1 act	-3	-2	-6	-1	-8	-2
CXCR6 block	7	-2	1	7	5	-13
APJ ag	-1	-3	-3	-7	-3	-2
Mdm2 MdmX PPI	39	7	20	13	16	6
APJ antagonist	16	-12	12	4	1	7
EBI2 block	3	0	-2	11	-5	19
CHOP UPR activ	-1.8	-0.4	1.9	-1.1	13	2.6
tim23-1 inh	11	24	5	4	0	-3

25	O/N=C(/c1ccc(Cl)cc1)C1CC1c1ccccc1 (configuration not stated)
26	CC(=O)N1CCN(Cc2nc3cc(NC(=O)NC4CCCCC4)ccc3n2C)CC1
27	O=C(N/N=C/c1cccs1)c1cc(-c2ccc(Cl)s2)[nH]n1
28	N=C1c2ccccc2CN1NC(=O)c1cccc(S(=O)(=O)N2CCCCC2)c1
29	O=C(NCc1ccc(OC(F)(F)F)cc1)c1cc(-c2ccccc2)nn1CC1CC(c2cccnc2)=NO1 (configuration not stated)
30	CCN1C(=O)CC(N2CCC(C(=O)N3CCCCCC3)CC2)C1=O (configuration not stated)

Screen / compound no.	25	26	27	28	29	30
CCR6 antagonist	19	1	-9	21	9	10
UPR XBP1 act	5	2	-2	1	-1	0
CXCR6 block	-5	-6	3	0	-8	2
APJ ag	-3	-1	0	-3	-3	-2
Mdm2 MdmX PPI	-13	12	20	17	23	4
APJ antagonist	-8	13	0	5	3	-2
EBI2 block	-4	-7	5	-2	9	-1
CHOP UPR activ	5.3	2.1	0.4	0.4	2.2	5.1
tim23-1 inh	39	3	20	-1	10	9

31	Cc1ccc(-c2nnc(SCC(=O)N(C)C)nc2-c2ccc(C)cc2)cc1
32	CCOCCCNC(=O)C1CCCN(S(=O)(=O)c2ccc(-n3cnnn3)cc2)C1 (configuration not stated)
33	CNc1c(NS(=O)(=O)c2ccc(F)c(Cl)c2)c(=O)oc2ccccc12
34	O=c1c(C=Nc2ccc(Oc3ccccc3)cc2)c[nH]n1-c1cccc(Cl)n1
35	CCOC(=O)c1c(/N=C/c2cc(C)ccc2O)sc2c1CCN(C)C2
36	Cc1ccc(S(=O)(=O)C(F)(F)F)cc1NC(=O)c1cccnc1

Screen / compound no.	31	32	33	34	35	36
CCR6 antagonist	28	6	0	-7	12	-4
UPR XBP1 act	-2	-1	-2	0	-5	-5
CXCR6 block	7	16	-3	-3	-6	5
APJ ag	-4	-5	0	-3	0	-2
Mdm2 MdmX PPI	19	-1	-18	7	-13	15
APJ antagonist	12	7	6	-3	-2	-21
EBI2 block	4	4	-9	13	-7	0
CHOP UPR activ	0.7	0.0	-0.7	0.9	-4.2	1.5
tim23-1 inh	31	-10	9	-18	19	10

37	COC(=O)C1=C(C)Nc2c(c(=O)n(C)c(=O)n2C)C1c1ccc(Cl)cc1 (configuration not stated)
38	Cc1ccccc1NC(=O)COC(=O)C1=COCCO1
39	Cc1cc(C(=O)N/N=C/C=C/c2ccccc2)n[nH]1
40	CCOC(=O)C(CC)Sc1nnc2cc(C)c3ccccc3n12 (configuration not stated)
41	COc1ccc(C(=O)Nc2nc(C)c3cc4c(cc3n2)OCO4)cc1
42	COc1ccc2cc(C)c3nnc(SCC(=O)Nc4nc(-c5ccc(F)cc5)cs4)n3c2c1

Screen / compound no.	37	38	39	40	41	42
CCR6 antagonist	16	5	0	6	6	-6
UPR XBP1 act	0	-3	5	-3	2	216*
CXCR6 block	-1	7	-3	5	0	1
APJ ag	-1	-2	0	-2	-1	-5
Mdm2 MdmX PPI	25	14	-3	-16	-7	86*
APJ antagonist	7	5	1	16	9	1
EBI2 block	-10	-7	4	-2	-1	5
CHOP UPR activ	4.8	-0.1	0.3	-4.4	-1.6	160*
tim23-1 inh	4	-10	-6	36	0	-16

Three compounds from above, sorted by number of heavy atoms, lowest first:
38	Cc1ccccc1NC(=O)COC(=O)C1=COCCO1
40	CCOC(=O)C(CC)Sc1nnc2cc(C)c3ccccc3n12 (configuration not stated)
42	COc1ccc2cc(C)c3nnc(SCC(=O)Nc4nc(-c5ccc(F)cc5)cs4)n3c2c1

Screen / compound no.	38	40	42
CCR6 antagonist	5	6	-6
UPR XBP1 act	-3	-3	216*
CXCR6 block	7	5	1
APJ ag	-2	-2	-5
Mdm2 MdmX PPI	14	-16	86*
APJ antagonist	5	16	1
EBI2 block	-7	-2	5
CHOP UPR activ	-0.1	-4.4	160*
tim23-1 inh	-10	36	-16

Other results.
43	CC(C(=O)c1ccccc1)n1c(N2CCOCC2)nc2c1c(=O)n(C)c(=O)n2C (configuration not stated)
44	CCN(CC)S(=O)(=O)c1ccc2c(c1)N(CC(=O)NCCCN1CC(C)CC(C)C1)C(=O)CO2 (configuration not stated)
45	COc1ccc2oc(=O)c(C(=O)Nc3ccccc3C)cc2c1
46	CC(=O)Nc1ccc2nc(CN3CCN(Cc4ccc(F)cc4)C(CCO)C3)ccc2c1 (configuration not stated)
47	Cc1ccc(OCC(O)CNC(C)c2ccccc2)cc1C (configuration not stated)
48	O=[N+]([O-])c1ccc(N2CCCCC2)nc1N1CCCCC1

Screen / compound no.	43	44	45	46	47	48
CCR6 antagonist	5	12	10	0	-7	24
UPR XBP1 act	0	-3	-2	-1	0	3
CXCR6 block	-4	1	-8	-12	-8	10
APJ ag	-1	-2	-4	0	-2	-2
Mdm2 MdmX PPI	-13	14	-142	-3	15	29
APJ antagonist	17	-21	9	-9	-7	13
EBI2 block	-3	-13	13	-14	4	12
CHOP UPR activ	-0.5	-0.9	5.5	1.3	-0.2	-1.1
tim23-1 inh	1	-8	33	-2	-15	22

49	CC(C)c1nnc(SCC(=O)NC(C)(C)C)n1C
50	COC(=O)c1c(C)c[nH]c1C
51	Cc1ccc(-c2cc(C(=O)Nc3c(C)n(C)n(-c4ccccc4)c3=O)[nH]n2)c(O)c1
52	Cc1cc(/C=C(\C#N)C(=O)NCc2cccs2)c(C)n1-c1ccc([N+](=O)[O-])cc1
53	COc1ccccc1NC(=O)CSc1nnc(-c2ccco2)n1N
54	CCn1c(COc2c(C)cccc2C)nnc1SCC(=O)N1CCN(c2ccccc2)CC1
55	Cc1ccccc1N(CC(=O)NC(C)(C)C)C(=O)CCC(=O)Nc1nccs1

Screen / compound no.	49	50	51	52	53	54	55
CCR6 antagonist	-7	1	1	5	2	-6	19
UPR XBP1 act	-3	-1	-3	0	0	0	-2
CXCR6 block	-2	0	-18	0	2	-7	-4
APJ ag	-3	3	-4	1	-4	-1	-5
Mdm2 MdmX PPI	29	-2	19	12	27	17	19
APJ antagonist	20	-73	21	-6	10	15	-7
EBI2 block	8	-2	-2	14	-4	3	-3
CHOP UPR activ	-0.7	0.6	-1.7	-0.4	0.3	-2.4	2.5
tim23-1 inh	-2	-3	7	-9	-21	23	8

One compound at a time (already shown). Order of screens: CCR6 antagonist	UPR XBP1 act	CXCR6 block	APJ ag	Mdm2 MdmX PPI	APJ antagonist	EBI2 block	CHOP UPR activ	tim23-1 inh
`CC(C)c1nnc(SCC(=O)NC(C)(C)C)n1C` as listed: -7	-3	-2	-3	29	20	8	-0.7	-2
`Cc1cc(/C=C(\C#N)C(=O)NCc2cccs2)c(C)n1-c1ccc([N+](=O)[O-])cc1` as listed: 5	0	0	1	12	-6	14	-0.4	-9
